ALOX12 inh = ALOX12 (human) lipoxygenase inhibition. P18054. purified 12hLO, xylenol orange hydroperoxide absorbance. Potency, µM (highest dose often 108 µM), for the others: top-dose activity change, negative = inhibition, hits mostly inhibitors. actives 1.1% (n = 580,000). AID 1671190; active means well fitted inhibition curve with a large enough effect; inconclusive means small, poorly fitted or top-dose-only effect, or another doubt; inactive means no such curve, though single readings can be large or run the other way
Target sequence (P18054 whole entry, looked up): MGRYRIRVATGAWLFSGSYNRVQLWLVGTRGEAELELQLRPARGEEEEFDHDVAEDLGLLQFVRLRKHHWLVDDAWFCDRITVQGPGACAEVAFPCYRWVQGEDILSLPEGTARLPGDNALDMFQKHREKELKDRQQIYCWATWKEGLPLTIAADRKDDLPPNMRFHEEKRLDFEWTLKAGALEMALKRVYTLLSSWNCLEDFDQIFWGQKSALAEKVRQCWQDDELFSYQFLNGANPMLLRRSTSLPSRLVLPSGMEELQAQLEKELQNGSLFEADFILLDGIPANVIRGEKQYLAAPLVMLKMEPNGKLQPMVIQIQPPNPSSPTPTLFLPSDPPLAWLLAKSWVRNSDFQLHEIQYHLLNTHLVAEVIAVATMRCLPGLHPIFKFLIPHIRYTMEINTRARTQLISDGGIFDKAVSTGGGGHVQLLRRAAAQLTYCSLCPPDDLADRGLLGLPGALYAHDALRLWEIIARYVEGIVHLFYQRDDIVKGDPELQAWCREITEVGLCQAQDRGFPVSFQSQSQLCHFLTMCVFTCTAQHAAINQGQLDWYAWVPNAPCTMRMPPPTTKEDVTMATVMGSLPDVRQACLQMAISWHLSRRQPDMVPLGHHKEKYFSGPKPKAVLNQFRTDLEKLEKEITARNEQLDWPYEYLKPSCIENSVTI
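Purified human 12hLO at 150 nM in 25 mM Hepes, 0.01% Triton X-100, pH 7.0, preincubated 15 min at room temperature with compound. Reaction started with 40 uM arachidonic acid, 30 min at room temperature. Hydroperoxide measured by Fe-xylenol orange, 573/405 nm absorbance ratio.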
* hit, by the source's call; ? = inconclusive; [ ] = remark or other dose. On the % scale 0 is the no-effect control and ±100 the full control effect; potency means the concentration at half of the fitted maximal effect. A portion of the library; the hit share may differ from the screen's.

SMILES	ALOX12 inh
O=C(NC1CC1)c1ccccc1OC1CN(Cc2ccc(F)c(F)c2)C1	35%[activator]
COc1ccc(CCc2nc3nccc(-c4ccccn4)n3n2)cc1	-8%
CCCS(=O)(=O)CCSS(=O)(=O)O	14%
Cc1ccc(NC(=O)CN(C)C(=O)C2CCN(c3ccc(C(F)(F)F)cn3)CC2)cc1	6%
COc1ccc(C(NC(=O)c2cccc(Cl)c2)NC(=O)c2cccc(Cl)c2)cc1	9%
Fc1ccc2oc([C@H]3CCN(C4CCOCC4)C3)nc2c1	38%[activator][176 µM]
COC(=O)C1=C(C)N(Cc2cccc(C(F)(F)F)c2)C(=NCc2ccc(C(F)(F)F)cc2)NC1c1ccccc1 (stereo not drawn)	?
CNC(=O)N1CCC(C2CCN(C(=O)C3CCCC3)C2)CC1 (stereo not drawn)	30%
Cc1ccc(C(=O)N2C[C@@H](Oc3ccccc3)C[C@@H]2C(=O)N2CCOCC2)cn1	19%
CCC(NC(=O)C1CC1)C12CC3CC(CC(C3)C1)C2 (stereo not drawn)	?
COc1ccc(CNC(=O)c2cc3c(n2C)CCN(Cc2ccccc2)C3)cc1OC	20%
CCCn1c(-n2nc(C)c(C)c2C)nc2c1c(=O)n(CCN1CCCCC1)c(=O)n2C	-29%
CN(C)CCN(C)C[C@@H]1CN(C(=O)c2ccc(=O)n(C)c2)C[C@@H]1CO	15%
COc1ccc(-c2ccc3nc(-c4cc5c(cc4Br)OCO5)oc3c2)c(OC)c1OC	5%
Cc1nc(-c2c3n(c(=O)n(CC(=O)NCc4ccccc4)c2=O)CCCCC3)no1	0%
CCN=C1NC(c2ccc(F)cc2)C(C(=O)OC)=C(C)N1Cc1ccc(C(F)(F)F)cc1 (stereo not drawn)	?
CC1CCN(C(=O)c2ccc3c(c2)C(O)CCCCCN3C)CC1 (stereo not drawn)	206%[activator]
COc1ccc(CCNC(=O)c2sc(NC(C)C)nc2C)cc1	16%
O=C(Nc1nn(Cc2ccccc2)c2cccc(N3CCOCC3)c12)C1CCC1	9%
C[C@H]1[C@@H]2[C@@H](O)C([C@H](C)C(=O)NCc3ccco3)CC[C@@]2(C)CC[C@@H]1NC(=O)c1ccccn1 (stereo partly drawn)	3%
C=CCNC(=O)COC(=O)c1cc(C)nc2ccccc12	5%
Cc1noc2c(N3CCN(Cc4ccccc4)CC3)cc(-c3cccnc3)nc12	9%[176 µM]
CCCOc1ccccc1C(=O)Nc1ccc(OCCC)c2ncccc12	31%
O=C(Cn1ccn2nc(-c3ccccc3)c(CO)c2c1=O)N1CCCc2ccccc21	67%[activator]
O=C(NCc1ccccc1)[C@H]1CCCN1C(=O)[C@H]1CCCN1C(=O)c1cccc(Cl)c1	1%

Part of the list above in order of molar mass, highest first:
SMILES	ALOX12 inh
COC(=O)C1=C(C)N(Cc2cccc(C(F)(F)F)c2)C(=NCc2ccc(C(F)(F)F)cc2)NC1c1ccccc1 (stereo not drawn)	?
CCN=C1NC(c2ccc(F)cc2)C(C(=O)OC)=C(C)N1Cc1ccc(C(F)(F)F)cc1 (stereo not drawn)	?
O=C(NCc1ccccc1)[C@H]1CCCN1C(=O)[C@H]1CCCN1C(=O)c1cccc(Cl)c1	1%
COc1ccc(C(NC(=O)c2cccc(Cl)c2)NC(=O)c2cccc(Cl)c2)cc1	9%
CCCn1c(-n2nc(C)c(C)c2C)nc2c1c(=O)n(CCN1CCCCC1)c(=O)n2C	-29%
O=C(Cn1ccn2nc(-c3ccccc3)c(CO)c2c1=O)N1CCCc2ccccc21	67%[activator]
Cc1nc(-c2c3n(c(=O)n(CC(=O)NCc4ccccc4)c2=O)CCCCC3)no1	0%
O=C(Nc1nn(Cc2ccccc2)c2cccc(N3CCOCC3)c12)C1CCC1	9%
O=C(NC1CC1)c1ccccc1OC1CN(Cc2ccc(F)c(F)c2)C1	35%[activator]
CN(C)CCN(C)C[C@@H]1CN(C(=O)c2ccc(=O)n(C)c2)C[C@@H]1CO	15%
COc1ccc(CCNC(=O)c2sc(NC(C)C)nc2C)cc1	16%
COc1ccc(CCc2nc3nccc(-c4ccccn4)n3n2)cc1	-8%
Fc1ccc2oc([C@H]3CCN(C4CCOCC4)C3)nc2c1	38%[activator][176 µM]
C=CCNC(=O)COC(=O)c1cc(C)nc2ccccc12	5%
CCCS(=O)(=O)CCSS(=O)(=O)O	14%

(list continues)
SMILES	ALOX12 inh
COc1ccc(-c2c(C)oc3cc(OCCN4CCN(C)CC4)ccc3c2=O)cc1	-13%
CN(Cc1ccccc1)C(=O)CCNc1c(-c2cccc(F)c2)nc2cnccn12	-3%
COC(=O)c1nc2ccccc2nc1N1CCN(Cc2ccccc2)CC1	-5%
OCC1(CCCc2ccccc2)CCN(Cc2cccc3c2OCO3)CC1	106%[activator]
CC1(C(=O)NCc2cc3n(n2)CCCN(S(C)(=O)=O)C3)CCCCO1 (stereo not drawn)	5%
COc1cc(OC)cc(C(=O)N[C@@H]2CN(C)C[C@H]2CN(C)C)c1	92%[activator]
C=CCN(CC(N)=O)Cc1cccs1	6%
Nc1c(C(=O)CSc2ccc3ccccc3n2)c(=O)[nH]c(=O)n1C1CC1	21%
COCCNC(=O)N1CCc2nc(N3CCN(C)CC3)[nH]c(=O)c2CC1	4%
CCC(=O)C(=O)N1CCC2(CCCN(Cc3ccc(C(C)C)cc3)C2=O)C1 (stereo not drawn)	-12%
c1cc(CN2CCCCCC2)cc(-c2nc(C3CCOC3)no2)c1 (stereo not drawn)	35%[activator]
COCc1cc(=O)n(CC(=O)NCc2cccc(OC)c2)c(N2CCOCC2)n1	1%
CCCCOC(=O)c1nc2ccccc2nc1NCc1ccc2c(c1)OCO2	?
O=C(c1ccc2ncsc2c1)N1CCN(C(=O)c2cccs2)CC1	6%
CN(Cc1cccc(C(F)(F)F)c1)C1CCN(C(=O)c2cncc(Br)c2)CC1	-30%
CC(C)Cn1c(NCc2ccco2)nc2c1c(=O)[nH]c(=O)n2C	?
Cc1noc(C)c1C(=O)N1C[C@@H](CO)[C@H](c2ccncc2)C1	45%
CCOC(=O)c1cccn1C1C(=O)N(Cc2ccc(Cl)nc2)c2ccccc21 (stereo not drawn)	-1%
CC(C)(C)c1cc(C(=O)OCC(=O)NC(c2ccccc2)c2ccccc2)cc(C(C)(C)C)c1	-3%
Cc1[nH]c2ccccc2c1C(c1cccc(O)c1)c1c(C)[nH]c2ccccc12	?
O=C(/C=C/c1ccc(Br)cc1)c1cc2ccccc2oc1=O	11%
COc1cccc(C(=O)N2CCC3(CC2)CN(c2ccncn2)CC3CO)c1C (stereo not drawn)	15%
Cc1ccc(S(=O)(=O)Nc2cccc3cccnc23)c(C)c1	14%
CCCC1=C(C(=O)OCC)C(c2ccccc2Cl)NC(=O)N1CC (stereo not drawn)	-9%
Cc1nnc(NC(=O)NCC(C)(C)N2CCN(C)CC2)s1	1%

The listing continues:
SMILES	ALOX12 inh
O=S(=O)(NC1CCN(S(=O)(=O)c2cc(C(F)(F)F)ccc2Cl)CC1)c1cccs1	-42%
COc1ccc(Oc2coc3cc(OC(=O)c4cc(OC)c(OC)c(OC)c4)ccc3c2=O)cc1	-34%
COc1ccc2[nH]c3c(c2c1)CCNC31CCN(C(=O)c2ccc(OC)nc2)CC1	32%
COC(=O)C1(NC(=O)c2ccc(OC)c(OC)c2)CCCCC1	3%
O=C(C1CCc2nnc(-c3ccc(Cl)nc3)n21)N1CCN(c2ncccn2)CC1 (stereo not drawn)	3%[6.33 µM]
Cc1ccncc1NC(=O)CC1=C2CCCCC2N(C)C1=O (stereo not drawn)	21%
COCCNC(=O)C[C@@H]1C[C@H]2O[C@H](CNCc3cnccc3Cl)[C@@H](O)[C@H]2O1	?
COc1ccc2c(c1)c(CN1CCOCCNC(=O)CC1)cn2C	85%[activator]
COc1ccc(CN2C[C@@H](F)[C@@H](OCc3nc4ccncc4[nH]3)C2)cn1	32%[activator][176 µM]
Cc1ccc(-c2csc(-c3ccc(O)cc3)n2)cc1	?
Cc1cc(S(=O)(=O)Nc2cccc(C(F)(F)F)c2)sc1C(=O)O	-18%
C#CCNC(=O)CSc1nc2ccccc2nc1C	0%
CCOc1ccc(-c2[nH]ncc2CNC(=O)c2ccc(N(C)C)cc2)cc1	11%
NC(=O)CN1CCC(c2nc(-c3cn4ccccc4n3)no2)CC1	44%
O=C(CSc1nc2ccccc2o1)Nc1cc(Cl)cc(Cl)c1	-23%
Cc1nn(-c2ccccc2)c(C)c1CC(=O)N1CCN(S(=O)(=O)c2ccccc2F)CC1	43%
Nc1ncccc1CN1CC[C@@H]2OCC(=O)N(Cc3c[nH]c4ccccc34)[C@H]2CC1	-10%[176 µM]
CC(C)C1c2nccn2CCCN1C(=O)c1cocn1 (stereo not drawn)	38%[activator]
c1ccc(-c2ccc(Oc3nc(-c4ccccc4)cs3)cc2)cc1	30%
COc1ccc(-c2noc([C@@H]3CCCN3C(=O)Cc3ccccc3)n2)cc1	2%
Cc1cc(Cl)c2oc(C(=O)N(Cc3c(C)nn(C)c3C)C3CC3)c(C)c2c1	13%
Cc1ncc2c(c1CNS(=O)(=O)c1cccs1)CCN(C(=O)/C=C/c1ccc(F)cc1F)C2	13%
O=C(c1ccc(Cn2ccn3nc4c(c3c2=O)CCCC4)cc1)N1CCN(c2ccccc2F)CC1	39%
CC(C)c1ccccc1NC(=O)Cn1cccc1-c1nc(-c2ccc(F)cc2)no1	?
COc1ccccc1-c1ccc2ncnc(NCc3cccnc3)c2c1	?

Other records follow:
SMILES	ALOX12 inh
Cc1cccc(NC(=O)N2C[C@@H](Oc3ccccc3)C[C@@H]2C(=O)N2CCOCC2)c1	12%
COCc1cccc(-c2n[nH]c3c2CC(=O)N(CC2CC2)C3)c1	?
O=C1NCCCCCCN(Cc2ccncc2)[C@@H]2CN(C(=O)NC3CCCCC3)CC[C@@H]12	11%
Cc1nnc(-c2cc(-c3cccnc3)ccn2)n1C1CCCCC1	2%[176 µM]
COC(=O)CNC(=O)N1CCOc2ccc(CN3CCc4ccccc4C3)cc2C1	43%
CN(Cc1cccnc1)c1nc2c(c(=O)[nH]1)CCN(Cc1ccc3cc[nH]c3c1)CC2	8%
Cc1ccc(NC(=O)CCOc2cc(C)ccc2C)c(Br)c1	9%
Cc1cccnc1-n1c(C)c(C)c2c1ncn1nc(Cc3ccccc3)nc21	?
Cc1c(C=O)c(C)n(-c2ccccc2)c1C	7%
CCn1ccc(C(=O)N2CCC3(CC2)CC(OCC2CC2)CCO3)n1 (stereo not drawn)	36%[activator]
CCCCn1c(=O)[nH]c(=O)c2c1nc(COC(=O)c1ccc(C)cc1)n2CCC	?
CC1(c2noc(C3CC3)n2)CCN(C(=O)CCC(=O)N2CC(=O)Nc3ccccc32)CC1	24%
Cc1ccc(C(=O)Nc2ccc(-c3nc4ccccc4s3)cc2)c(C)c1	25%
CCCNC(=O)N(C1CCOCC1)C1CCN(C(=O)c2cccc(F)c2)CC1	28%
CC(Cn1cncn1)NC(=O)c1ccc(CCC(C)(C)O)cc1 (stereo not drawn)	-17%
Cc1ccccc1NC(=O)CN(Cc1ccc2c(c1)OCO2)C1CCCC1	-5%
COc1ccc(CN2CCC(CO)(CN3CCCC3)CC2)c(OC)c1C	13%
O=C1CCCCC(CNC(=O)c2cccc(F)c2)N1 (stereo not drawn)	30%
Cc1cccc(Cn2c(CN3CCOCC3)nc3c2c(=O)[nH]c(=O)n3C)c1	14%
O=C(N[C@H](C(=O)N1CCC[C@H]1C(=O)NCCc1ccccc1Cl)c1ccccc1)C1CC1	13%
Cn1nc(C(=O)Nc2cc(Cl)cc(Cl)c2)c2ccccc2c1=O	?
CC(Sc1nnc(C2CC2)n1C)C(=O)Nc1ccnn1C(C)C (stereo not drawn)	-17%
CCCCN(C)C(=O)Cc1cccn1-c1cccc(Cl)c1	3%
COc1cc(Nc2nc3ccccc3nc2NS(=O)(=O)c2cccc(Cl)c2)cc(OC)c1	-6%
Cc1ccccc1/C=N/NC(=O)c1ccccc1C	-23%

Next section.
SMILES	ALOX12 inh
C#CCNC(=O)C1CCc2nnc(CNC(=O)NC(C)C)n21 (stereo not drawn)	-8%[6.33 µM]
COC(=O)c1ccc(COC(=O)COc2ccc(OCc3ccccc3)cc2)o1	5%
COc1ccc(CCC(=O)N[C@@H](Cc2ccccc2)C(=O)N2CCCOCCNC(=O)CC2)cc1	31%
Cc1ccc(CN2C(=O)C(O)(CC(=O)c3c(C)n[nH]c3C)c3ccccc32)cc1 (stereo not drawn)	2%
COC1CCOC2(CCN(C(=O)c3ccc(F)cc3)CC2)C1 (stereo not drawn)	63%[activator]
CC1(C)CC(=O)C2=C(C1)OC(N)=C(C#N)C2c1cccc(F)c1 (stereo not drawn)	?
Cc1ccc(NC(=O)N2CCC(CCNC(=O)CCc3ccccc3)CC2)cc1F	2%
COc1ccc(CNC(=O)Cn2c(C)cc3nc4n(c(=O)c32)CCC4)cc1OC	10%
CCNc1c(NC(=O)Nc2ccc(OCC)cc2)c(=O)oc2ccccc12	?
CCOC(=O)NCc1ccc(OC)cc1	38%[activator]
C[C@H](NC(=O)[C@@H]1Cc2ccccc2CN1C(=O)OC(C)(C)C)C(=O)Nc1ccc2c(c1)OCCO2	8%
COCCNC(=O)[C@@H]1C[C@@H](O)CN1C1CCN(C(=O)C2CCCCC2)CC1	39%[activator]
COCCn1c(=O)c2c(n1Cc1ccccc1)CN(C(=O)c1nc3ccccc3[nH]1)CC2	?
COc1ccc(-c2noc(-c3nc(-c4ccc(OC)c(OC)c4)no3)n2)cc1OC	28%
O=C(Cn1ccc2cc(Cl)ccc21)Nc1ccc2c(c1)OCO2	-2%
O=C(O)CC1(CC(=O)N2CCC(Cc3ccccc3)CC2)CCCC1	-38%
CN1C[C@H](O)C[C@H]1c1nnc2n1CCN(C(=O)c1nccc3ccccc13)CC2	2%
CNC(=O)NC(=O)CN(Cc1ccc2c(c1)OCO2)C1CCCC1	27%
O=C(CCC(=O)c1ccc(Cl)cc1)OCc1ccc(Cl)cc1Cl	?
Cc1nsc(N)c1C#N	-20%
COC(=O)c1cc2c(c3c4ccccc4n(S(=O)(=O)c4cccc(C)c4)c13)C(=O)N(Cc1ccccc1)C2	?

Screening results deposited in PubChem by National Center for Advancing Translational Sciences (NCATS).
